Screening results from PubChem.
PTHR1 agonist – activates the human parathyroid hormone receptor PTHR1; AID 743266; Potency, µM (series often up to 115 µM), without a hit: at the top dose activation, usual class: activators; 0.075% of 410,000 active; Q03431; HEK293 GP2 PTHR1 cells, GloSensor cAMP luminescence, 1 h; further: potency means the concentration at half of the fitted maximal effect; nearly all actives have a fitted effect of over 55% in size; some results filed as inactive show a strong effect at the top dose; inactives centre near -15; many of its hits are not listed in these tables
Target sequence (Q03431 whole entry, looked up): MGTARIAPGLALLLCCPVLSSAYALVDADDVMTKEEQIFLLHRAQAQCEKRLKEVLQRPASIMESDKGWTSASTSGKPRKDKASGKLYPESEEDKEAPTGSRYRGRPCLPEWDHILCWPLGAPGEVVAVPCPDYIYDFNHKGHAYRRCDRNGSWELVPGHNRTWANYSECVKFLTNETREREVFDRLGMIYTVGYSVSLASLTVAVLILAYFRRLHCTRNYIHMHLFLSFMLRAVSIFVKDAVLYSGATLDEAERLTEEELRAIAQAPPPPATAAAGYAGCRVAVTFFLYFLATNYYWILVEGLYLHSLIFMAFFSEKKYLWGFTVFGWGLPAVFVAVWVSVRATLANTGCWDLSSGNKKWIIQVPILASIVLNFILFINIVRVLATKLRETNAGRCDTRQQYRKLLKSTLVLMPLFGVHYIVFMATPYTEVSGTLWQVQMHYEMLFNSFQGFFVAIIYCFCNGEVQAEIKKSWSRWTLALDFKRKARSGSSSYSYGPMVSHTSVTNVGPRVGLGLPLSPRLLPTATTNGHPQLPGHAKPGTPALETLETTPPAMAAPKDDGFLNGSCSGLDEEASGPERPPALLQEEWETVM
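HEK-293-derived GP2 cells expressing PTHR1 and a GloSensor cAMP reporter, 3,000/well, plated overnight, given luciferin plus IBMX (each 0.5 mM as added) for 1 h at 37 °C, then compound for 1 h at 37 °C. Luminescence was read after 15 min at room temperature.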
GLP1R inv ag – GLP-1 receptor (human) inverse agonism; 1.6% of 410,000 active; Potency, µM (doses to about 38.3 µM), for the others: at the top dose activity change, negative = inhibition, actives largely listed as inhibitors; HEK293 GLP-1R CRE-luciferase, luminescence, 24 h; GLP-1R form is constitutively active; further: potency means the concentration at half of the fitted maximal effect; on the % scale 0 is the no-effect control and ±100 the full control effect; nearly all actives have a fitted effect of over 55% in size
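Assay principle: reduced luminescence from a cAMP-responsive reporter in HEK293 cells co-expressing a constitutively active GLP-1R. Conditions: 24 hr compound incubation, 37 deg C, 5% CO2.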
aSyn rescue – rescues yeast growth from alpha-synuclein toxicity; AID 652106; 0.14% of 370,000 active; Potency, µM (series often up to 46.1 µM), for the others: top-dose growth rescue (activation), actives largely listed as activators; Yeast expressing alpha-synuclein, growth rescue, BacTiter-Glo, 24 h; further: potency means the concentration at half of the fitted maximal effect; % of control where 0% means no effect; nearly all actives have a fitted effect of over 65% in size
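Rescue of yeast growth: cells expressing toxic alpha-synuclein, induced in galactose at OD600 0.02, incubated with compound 24 h at 30 C. ATP luminescence quantified growth; inhibitors of toxicity appear as activators.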
TDP-43 yeast inh – rescues yeast growth from TDP-43 toxicity; TDP-43 expressing yeast growth rescue, BacTiter-Glo, 24 h; Potency, µM (doses to about 46.1 µM), without a hit: at the highest dose growth rescue (activation), usual class: activators; 1.8% of 410,000 active; AID 652104; further: potency means the concentration at half of the fitted maximal effect; % of control where 0% means no effect; nearly all actives have a fitted effect of over 50% in size
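In this qHTS, compounds that restore growth of yeast expressing TDP-43 appear as activators. Cells (OD600=0.02, galactose medium, raffinose-pregrown) are incubated with compound 24 hr at 30 deg C and growth is quantified by BacTiter-Glo.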
Abeta yeast res – compounds reversing amyloid beta toxicity in yeast | yeast expressing A-beta42, growth rescue, OD600, 48 h; response scale: 0% DMSO, 100% iron-clioquinol control | Potency, µM (titrated, usually from 46.1 µM), inactives show at the top dose growth rescue, hits mostly activators | 0.063% of 410,000 active | AID 1347071; further: potency means the concentration at half of the fitted maximal effect; nearly all actives have a fitted effect of over 55% in size
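Growth rescue measured by 600 nm absorbance after 48 h yeast culture at 30 C with compound. Values normalized between DMSO and an equimolar ferric chloride plus clioquinol control.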
Akt phos inh – Akt phosphorylation inhibition; AID 651550; 0.32% of 360,000 active; Neuro2A IGF-stimulated pAkt S473 HTRF, 20 min; active compounds read low; activity change, % for hits at 50 µM; in the data active means activity change below about -80%; inconclusive means mostly about -51% to -80%; further: on the % scale 0 is the no-effect control and ±100 the full control effect
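Single-point screen (50 µM final compound) in Neuro2A cells stimulated 20 min with 6 nM IGF at 37 deg C. After lysis, Ser473-phosphorylated Akt read by HTRF (ex 330 nm, em 615/665 nm) as the 665/615 ratio.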
DRD3 antagonist – antagonists of human D3 dopamine receptor. P35462. D3R cells, DiscoveRx beta-arrestin luminescence, antagonist mode; active compounds read low. max response, negative = inhibition, %. 2.5% of 360,000 active. AID 652054; in the data active means max response below about -50%; inconclusive means no clear call, values can overlap the other calls; further: on the % scale 0 is the no-effect control and ±100 the full control effect; mostly tested at two doses, the higher about 12 µM
Target sequence (P35462 whole entry, looked up): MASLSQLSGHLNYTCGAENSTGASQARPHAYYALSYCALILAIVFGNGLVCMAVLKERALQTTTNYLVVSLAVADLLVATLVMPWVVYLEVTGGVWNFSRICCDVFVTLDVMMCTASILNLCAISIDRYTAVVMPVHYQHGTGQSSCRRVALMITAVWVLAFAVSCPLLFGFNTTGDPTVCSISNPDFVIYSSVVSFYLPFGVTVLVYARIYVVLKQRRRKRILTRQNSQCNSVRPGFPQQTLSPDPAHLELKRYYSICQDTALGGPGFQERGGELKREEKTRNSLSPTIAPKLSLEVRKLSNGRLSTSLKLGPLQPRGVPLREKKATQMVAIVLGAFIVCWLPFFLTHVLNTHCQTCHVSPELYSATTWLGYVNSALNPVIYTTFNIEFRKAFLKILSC
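Cells expressing the human receptor were seeded at 1500 cells/well, incubated overnight at 37 degrees C in 5% CO2, then exposed to library compounds with dopamine controls for 90 minutes at 37 degrees C before luminescent detection.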
FUS suppressor – rescues growth of FUS-expressing yeast; S. cerevisiae FUS-expressing, growth rescue, OD600, 24 h; Potency, µM (series often up to 76.6 µM), inactives show at the highest dose growth rescue (activation), actives largely listed as activators; 0.24% of 390,000 active; AID 1347120;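 further: potency means the concentration at half of the fitted maximal effect; plate controls were DMSO vehicle for no effect and reference control for full effect; nearly all actives have a fitted effect of over 55% in size; some results filed as inactive show a strong effect at the top dose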
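Cultures pregrown in 2.5% raffinose medium are shifted to minimal medium containing 2% galactose to express toxic FUS. Compounds are tested at several concentrations. After 24hr at 30C, growth is quantified at 600 nm absorbance.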
GLP1R ag – agonists of human GLP-1 receptor; 0.007% of 380,000 active; HEK293 GLP-1R CRE-luciferase, luminescence, 4-6 h; cells express a hypersensitive GLP-1R form; P43220; Potency, µM (highest dose often 45.6 µM), for the others: at the top dose activation, hits mostly activators; further: potency means the concentration at half of the fitted maximal effect; % of control where 0% means no effect
Numbers without * were called inactive; i = inactive; ? = inconclusive; nt = no result given; & = joins results of further samples; [ ] = remark or other dose. Unless noted, the call rests on the fitted dose curve; in most records, active means well fitted curve in the direction sought with a large enough effect; inconclusive means small, poorly fitted or top-dose-only effect, or another doubt; inactive means no such curve, though single readings can be large; an effect the other way counts as inactive or inconclusive.

SMILES | PTHR1 agonist | GLP1R inv ag | aSyn rescue | TDP-43 yeast inh | Abeta yeast res | Akt phos inh | DRD3 antagonist | FUS suppressor | GLP1R ag
CCc1ccc(N(C(C)=O)C2C=CS(=O)(=O)C2)cc1 (stereo not given) | -3.0%[57.5 µM] | 0.0% | -4.4% | 0.0% | -14.5% | i | -12.2 | 26.3% | -9.7%
COc1cccc(-n2nc(C(N)=O)c(O)cc2=O)c1 | i | -3.5% | -3.1% | -17.7% | -9.9% | i | -6.7 | 10.8% | 0.8%
CCC(c1nnc(SCCNCCO)n1CCN1CCOCC1)N(C)C (stereo not given) | -2.6%[57.5 µM] | -14.5% | -0.5% | -19.2% | 4.4% | i | -10.8 | 8.1% | -1.0%
COc1cc(/C=C/CNC[C@H]2O[C@@H](n3cc(C)c(=O)[nH]c3=O)C[C@@H]2O)ccc1O | -12.8% | 8.0% | 0.0% | 23.7% | -5.4% | i | 6.0 | -13.3% | -6.9%
CCC(=O)C(C#N)(c1ccc(OC)c(OC)c1)C(C)C (stereo not given) | -17.3% | 0.5% | -1.6% | 1.0% | -1.5% | i | 13.7 | -7.0% | 7.4%
O=C(NCCCn1ccnc1)c1nc(Cn2cc(Br)cn2)no1 | -2.5% | -24.0% | -1.7% | 3.9% | -7.7% | i | -14.2 | 9.8% | 8.2%
COc1cc(NC(=O)CCN2CCN(CCO)CC2)cc(OC)c1 | -0.5% | 1.6%&-2.9% | 8.5% | 11.7%&-21.5% | 15.4%&-3.7% | i | -6.2 | 0.8%&8.7% | 12.3%
Cc1ccc(CNC(=O)CN2C(=O)CSc3ccc(S(=O)(=O)N4CCCC4)cc32)cc1 | i | -13.2% | nt | 7.3% | -2.6% | nt | nt | ? | nt
CCc1nnc(NC(=O)CSc2ccc(-c3nc4ccccc4[nH]3)cn2)s1 | -8.4% | 38.7%[activator] | -9.7% | -10.6% | 6.3% | i | -0.7 | 19.4% | 7.1%
COc1ccc(S(=O)(=O)NCC(=O)NCc2cc(=O)n(C)c(=O)n2C)cc1F | -4.0% | 11.0% | -19.9% | -34.6%[inhibitor] | -0.6% | i | -2.1 | 8.2% | -2.6%
Cc1c(CNC2CCCCC2)c(C(=O)O)c(C)n1Cc1cccc(Cl)c1 | -8.4% | 4.2% | nt | -1.7% | 2.9% | nt | nt | 2.8% | nt
O=C(Oc1nsnc1N1CCOCC1)N1CCCC1 | -7.6%[57.5 µM] | 9.0% | -3.1% | -7.0% | 13.7% | i | -7.1 | 17.5% | 2.9%
CCCCOC(=O)c1ccc(Nc2ncnc3c2cnn3-c2cccc(C)c2)cc1 | -22.3% | 12.6% | nt | -2.6% | -14.4% | nt | nt | -15.7% | nt
COc1ccccc1NS(=O)(=O)c1cccc(C(=O)NCc2ccco2)c1 | -45.5%[inhibitor] | -14.4% | 0.3% | -2.1% | -2.5% | i | -7.6 | 7.6% | 1.2%
Cc1ccc(-n2c(SCc3cc(=O)n4ccsc4n3)nnc2-c2cccnc2)c(C)c1 | ? | 11.4% | -2.9% | -16.5% | -4.6% | i | -13.8 | 18.3% | 8.8%
COc1ccc(N2CC(NC(=O)C3CC3)CC2=O)cc1 (stereo not given) | i | 12.2% | nt | 0.0% | -5.4% | nt | nt | -7.9% | nt
COc1cc2c(cc1OC)CN(C(=O)CCNS(=O)(=O)c1ccccc1F)CC2 | -3.9% | 23.6% | -1.4% | 4.4% | -2.0% | i | 8.0 | 7.8% | -5.4%
CCCCCCSc1cccc(-c2nc3ccc(C)cn3c2NC2CCCCC2)c1 | -22.2% | ? | -4.9% | -3.8% | -8.7% | i | 4.0 | 0.2% | 1.9%
CCOC(=O)c1sc(-c2ccc(OC)cc2)cc1N | -4.8%[57.5 µM] | 7.2% | -2.2% | -3.6% | -6.2% | i | 21.8 | 22.4% | 8.3%
CCc1noc(C)c1C(=O)Nc1nc(-c2cccs2)cs1 | -26.5% | ? | -10.4% | 12.6µM* | -7.2% | i | 0.8 | 19.9% | 17.9%
O=C(Nc1ccc2oc(-c3cccnc3)nc2c1)c1ccco1 | -6.9%[57.5 µM] | 70.8%[activator] | 2.4% | -43.1%[inhibitor] | -16.9% | i | 21.6 | 30.0% | 4.7%
S=C(NCC1(c2ccccc2)CCCC1)Nc1ccccc1 | -22.5% | ? | 7.6% | ? | 5.01µM* | i | 7.3 | -33.5% | -4.8%
COC(=O)C(CCSC)NC(=O)CNC(=O)C1CCCCC1 (stereo not given) | -31.7%[inhibitor] | 1.7% | -8.4% | -1.0% | -17.8% | i | -11.4 | 17.6% | 0.2%
Cc1ccc(S(=O)(=O)c2nnn3c2nc(N2CCC(C(N)=O)CC2)c2ccccc23)cc1 | i | 96.6%[activator] | -0.3% | -8.7% | 5.0% | i | 1.8 | 15.9% | 8.6%
O=C(Nc1cccc(S(=O)(=O)c2cccc(NC(=O)C3CC3)c2)c1)C1CC1 | i | 20.0% | 4.7% | -15.2% | 13.9% | i | 16.8 | 5.7% | 7.5%

Carrying on.
SMILES | PTHR1 agonist | GLP1R inv ag | aSyn rescue | TDP-43 yeast inh | Abeta yeast res | Akt phos inh | DRD3 antagonist | FUS suppressor | GLP1R ag
CCc1nnc2n1N=C(c1ccc(Cl)cc1Cl)CS2 | i | 1.6% | -0.4% | ? | 5.5% | i | 6.9 | -6.4% | 14.7%
C#CCSc1nsc(SCC#C)c1C#N | -2.7% | 4.6% | -8.1% | 7.8% | 3.4% | i | 10.6 | 24.5% | 0.5%
O=c1c2ccccc2nc(/C=C/c2cccc3ccccc23)n1-c1ccc(F)cc1F | i | ? | nt | 9.5% | -1.3% | nt | nt | 31.6µM* | nt
COc1cc(NC(=O)Nc2cccc3cccnc23)cc(OC)c1OC | -13.0% | 23.2% | -0.5% | 10.7% | -0.7% | i | 25.0 | 22.7% | 8.9%
COc1cccc(NC(=O)CN(C)C(=O)c2sc3cc(Cl)ccc3c2Cl)c1 | -28.1% | ? | 0.9% | ? | 26.8% | i | -12.8 | 20.0% | -3.5%
CCOC(=O)c1cc(C#N)c(C)nc1N(CC)CC | i | 48.9%[activator] | -1.9% | 0.3% | -8.2% | i | 7.1 | 2.0% | 20.2%
Cn1ccs/c1=N\C(=O)Nc1ccccc1 | -25.1% | -13.6% | -3.1% | -11.3% | -6.0% | i | -17.9 | -24.2% | -1.6%
CSCCC(NC(=O)CCN1C(=O)c2ccccc2C1=O)C(=O)O (stereo not given) | -10.9%[57.5 µM] | 0.0% | 3.0% | -18.8% | 13.1% | i | 16.1 | 25.7% | -9.7%
COc1ccccc1CNS(=O)(=O)c1ccc(Br)s1 | -10.6% | ? | 9.9% | 12.6µM* | 14.4% | i | -4.8 | -1.3% | 7.2%
Cc1ccccc1C(=O)N[C@H](C(=O)Nc1ccc(Cl)c(Cl)c1)C(C)C | -10.4% | -16.4% | -4.4% | 2.4% | -14.0% | i | 2.6 | 11.8% | 0.8%
COc1ccccc1CNCc1ccc(C)cc1 | -48.9%[inhibitor] | 4.4% | -1.6% | 0.1% | -15.2% | i | 4.9 | -30.1% | 1.0%
COc1ccc(C(=O)Nc2ccc3nc(SCC(=O)N4CCOCC4)sc3c2)cc1 | i | 3.6% | nt | 0.7% | -15.4% | nt | nt | 25.2% | nt
Cc1cccc(OCC(=O)N(Cc2ccccc2)c2c(N)n(Cc3ccccc3)c(=O)[nH]c2=O)c1 | -8.9% | ? | -2.8% | -6.5% | -6.8% | i | ? | -7.3% | -6.3%
CC(=O)N1CCN(S(=O)(=O)c2ccc(C)cc2)C1C(C)C (stereo not given) | -15.5%[57.5 µM] | 0.0% | -3.4% | -0.7% | 3.2% | i | 1.4 | -1.7% | -8.6%
O=C(Cn1c(=O)oc2ccccc21)N1CCCCC1 | i | 12.9% | -9.6% | 6.7% | -0.6% | i | 4.7 | 4.0% | -9.1%
O=C(c1ccc(Br)cc1)N1CCN(Cc2ccccc2)CC1 | -11.1% | -12.4% | 2.5% | -0.5% | -5.7% | i | ? | 6.4% | 0.1%
CCOC(=O)Cc1c(C)[nH]n(-c2ccccc2)c1=O | -1.7% | -16.9% | 5.9% | 25.9% | -13.4% | i | 8.3 | 14.0% | 0.8%
O=C(NCCCCNC(=O)c1ccccn1)c1ccccn1 | i | 8.0% | -0.3% | -3.7% | -4.2% | i | 4.5 | -36.4% | 5.8%
CC(C)C[C@H]1CNC(=S)N1CC1CCCN1C[C@H](Cc1ccccc1)N1C[C@H](Cc2ccccc2)N(CC2CCCCC2)C1=S (stereo not given in full) | -30.2% | 36.6%[activator] | -21.8% | 18.3% | ? | i | 12.2 | ? | 0.0%
COCCN1Cc2cccc(C(=O)Nc3cccnc3)c2C1=O | i | 70.8%[activator] | 1.1% | -19.1% | -7.3% | i | -20.1 | 7.1% | 1.2%
CS(=O)(=O)N(Cc1ccco1)Cc1ccccc1Cl | i | ? | 0.0% | 7.6% | 9.4% | i | -13.6 | 6.7% | -10.9%
Cc1ccc(-c2nnc(Nc3ccc(O)cc3)c3ccccc23)cc1S(=O)(=O)N1CCCCC1 | -29.8% | 13.9% | nt | 15.0% | -10.4% | nt | nt | 13.3% | nt
O=C(CSc1nnc(C2CC2)n1C1CC1)c1ccc(F)cc1 | -10.1% | 6.9% | -1.1%[1.84 µM] | 7.2% | -1.4% | i | -13.2 | 17.4% | -3.8%
Cc1ccc(-n2c(C)cc(C(=O)CSc3nnc4ccccn34)c2C)cc1 | -95.5%[inhibitor] | 8.91µM* | 10.9% | ? | -10.9% | i | -16.0 | 1.8% | -4.3%
Cn1c(=O)n(C)c2cc(C(=O)Nc3ccc(Br)cc3)ccc21 | i | 15.8% | -8.8% | -22.4% | -14.6% | i | ? | 25.8% | 8.7%
Nc1cc(S(=O)(=O)N2CCCCC2)ccc1N1CCOCC1 | -30.9%[inhibitor] | -8.7% | -0.6% | nt | 19.1% | i | -11.9 | 19.5% | -5.1%

These rows are one share of the data, so the mix of outcomes need not match the whole.
